bCat nuc transl – modulators of beta-catenin nuclear translocation; nuclear translocation activity, % at 5 µM; HeLa beta-catenin nuclear translocation, immunofluorescence imaging; 190,000 compounds, 0.3% hits;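 active means nuclear translocation activity above 50% at 5 µM, with a well cell count of 50 or more; inconclusive means wells under 50 cells across six images, flagged as toxic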;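 further: per-cell ratio of nuclear to cytoplasmic median beta-catenin stain intensity; plate controls were DMSO negative control for no effect and GSK-3 inhibitor IX positive control for full effect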
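Test system: human HeLa cells, native beta-catenin. Compound dosing: 5 µM primary single dose, 0.1% DMSO, 0.02–20 µM confirmation series. Incubation: compound exposure 24 h at 37°C. Detection: beta-catenin immunostaining with DAPI counterstain, 20x imaging, 6 fields/well. Read-out basis: Nuclear/cytoplasmic beta-catenin signal ratio, % activation.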
HIV peptide binding – inhibitors of HIV fusion peptide binding, primary screen, biochemical, uHTS, fluorescence dequenching (AID 1986). cell-free peptide binding, fluorescence dequenching, 30 min; higher % means a stronger effect. inhibition, % at 20 µM; hits with a dose series show IC50 in µM. 290,000 compounds, 0.3% hits; in the data active means inhibition mostly above about 52%, no sharp cut-off; inactive means mostly below about 76%; further: some results filed as inactive read as strong as hits
MT stabilizer – microtubule stabilizers in HeLa cells; HeLa tubulin immunostaining HCS, 24 h; share of cells brighter than vehicle mean+2SD; % tubulin-high responders, % at 10 µM; 200,000 compounds, 0.83% hits; AID 2205;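 active means plate Z-score above 3 for both tubulin-high and condensed-nucleus cell shares, with cell loss under 80%, at 10 µM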;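 further: anti alpha tubulin signal scored within the nucleus-defined area of each cell; some results filed as inactive read as strong as hits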
Yfh1-off respiration – mitochondrial function rescue without frataxin homolog – Friedreich's ataxia, plus single-dose screen, dose response (AID 1465); one-dose fold induction at 50 µM; EC50 in µM for titrated hits; S. cerevisiae Yfh1-off respiration, WST-1 reduction, 72 h; higher fold induction means a stronger effect; 220,000 compounds, 0.074% hits;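 active means fold induction of absorbance versus untreated yeast above a set limit, then at least 30% activation at any dose in follow-up; inconclusive means repeats straddling the limit, or above it without dose testing; inactive means fold induction below the set limit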;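 further: activators that raise dye reduction in frataxin-depleted yeast; strong numbers were not always called active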
Insulin prom up – MIN6 insulin promoter up-regulation | MIN6 insulin promoter-GFP reporter, high-content imaging; active compounds read high | z-score at 5 µM | 190,000 compounds, 0.3% hits;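 active means z-score above 3 at 5 µM with at least 500 cells counted in the well; inconclusive means wells under 500 cells, flagged as cytotoxic or low count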
Dynein transport – dynein cargo transport inhibition; 3617.4 mouse cells, GR-EGFP nuclear translocation imaging; test concentration mostly 20 µM; stimulated with dexamethasone, 1 µM; active compounds read low; z-score, hits read low; 220,000 compounds, 0.47% hits; AID 1381;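 active means plate z-score of nuclear minus cytoplasmic receptor signal below a set negative limit, without overly bright fluorescence or cell loss, cut at about -3.5 in these data, passing the limit was not always enough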;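 further: z-score of nuclear minus cytoplasmic ring GR-EGFP intensity difference per well; some compounds called inactive have numbers as strong as hits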
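Buffer or medium: tet-free medium with charcoal-stripped serum / Also added: dexamethasone agonist, 1.0 µM final, for 30 min / Timing: induction 48 h, compound 1 h, agonist 30 min / Measured by: high-content fluorescence imaging after fixation / Read-out: nuclear-to-cytoplasmic GR-EGFP distribution per well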
Autophagy mod – alters autophagy in cells. AID 463193. calls only at 10 µM (by protocol). 190,000 compounds, 0.98% hits. MEF GFP-LC3 puncta imaging; test concentration mostly 10 µM;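 active means percentage of spot-positive cells more than 3 SD above its plate mean, without a fluorescence outlier flag or 80% toxicity; inconclusive means no clear call, values can overlap the other calls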;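 further: spot-positive cell cutoff set from DMSO-treated cells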
WT yeast gro inh – growth inhibition of WT yeast, mitochondrial fusion screen. mitochondrial fusion phenotypic screen, WT strain. inhibition, % at 10 µM. 190,000 compounds, 2.1% hits; in the data active means inhibition above about 58%; tested in S. cerevisiae
AID2073 – inhibitors of Mint1-CaV2.2 protein interaction, biochemical, HTRF (AID 2073). HTRF protein-protein interaction, Mint1-CaV2.2; higher % means a stronger effect. inhibition, % at 20 µM, or IC50 in µM where a hit was titrated. 290,000 compounds, 0.19% hits; in the data active means inhibition mostly above about 51%, no sharp cut-off; inconclusive means no clear call, values can overlap the other calls; inactive means mostly below about 53%; further: some results filed as inactive read as strong as hits
WT yeast gro inh mutant strain – second read-out of WT yeast gro inh, no call of its own (marks repeat the call); inhibition, %; mitochondrial fusion phenotypic screen, mutant strain inhibition
Dynein transport cytoplasmic EGFP – also measured in Dynein transport; calls as there; z-score; measured here: cytoplasmic GR-EGFP intensity; active compounds read high
Dynein transport nuclear GR-EGFP – also measured in Dynein transport; calls as there; z-score; measured here: nuclear GR-EGFP intensity;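 lower value marks the stronger effect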
Dynein transport cell count – further read-out of Dynein transport, marked with its call; z-score; measured here: cell count per field
Insulin prom up cell count – further read-out of Insulin prom up, marked with its call; cell count; measured here: cytotoxicity, nuclei count;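 total cells summed across four imaged fields per well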
bCat nuc transl cell count 5 µM – further read-out of bCat nuc transl, marked with its call; cell count; measured here: cell count, cytotoxicity flag
MT stabilizer Hoechst-high % – recorded beside MT stabilizer, whose call it bears; % Hoechst-high responders; measured here: nuclear condensation Hoechst responders;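 share of cells brighter than vehicle mean plus two SD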
MT stabilizer cytotoxicity % – second read-out of MT stabilizer, no call of its own (marks repeat the call); toxicity, %; measured here: cytotoxicity by cell density;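 0% = mean cell density of plate MIN control wells and 100% = no cells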
Autophagy mod cell loss 18 h – further read-out of Autophagy mod, marked with its call; toxicity, %; measured here: cell loss, nuclei count;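 cell loss after 18 h compound exposure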
Active calls of the source: *; i = inactive; ? = inconclusive; nt = no result given. Outcome played no part in choosing rows (roughly 4.2% active in at least one column).

SMILES	bCat nuc transl	bCat nuc transl cell count 5 µM	HIV peptide binding	MT stabilizer	MT stabilizer Hoechst-high %	MT stabilizer cytotoxicity %	Yfh1-off respiration	Insulin prom up	Insulin prom up cell count	Dynein transport	Dynein transport cytoplasmic EGFP	Dynein transport nuclear GR-EGFP	Dynein transport cell count	Autophagy mod	Autophagy mod cell loss 18 h	WT yeast gro inh	WT yeast gro inh mutant strain	AID2073
O=C(COC(=O)c1cccnc1SCC(=O)NCc1ccccc1)NCc1ccccc1	4.4	1165	2.8%	2.2	2.0	7.5	i	-0.38	953	-0.52	-0.24	-0.28	0.38	i	-1	-2	-21	-2%
Cc1cc(Cl)ccc1OCCn1cncn1	-0.5	1144	1.2%	1.9	0.7	0.0	i	-0.34	1126	1.7	-0.19	1.1	-1.6	i	-14	-9	-10	-8%
NC(=O)c1ccc(NCCc2ccccc2)c([N+](=O)[O-])c1	5.8	702	-2.5%	15	1.5	8.1	i	nt	nt	0.71	-0.16	0.62	-0.9	i	20	15	15	2%
O=C(NNS(=O)(=O)c1ccccc1[N+](=O)[O-])c1ccccc1[N+](=O)[O-]	nt	nt	1.9%	4.8	1.8	6.3	i	0.54	1299	0.44	-0.11	0.099	-0.81	i	4	2	11	-12%
CC1CN(c2ccc([N+](=O)[O-])cn2)CC(C)O1 (stereo not drawn)	-1.1	1289	-0.2%	nt	nt	nt	i	0.23	1260	-0.29	-0.31	-0.36	0.96	nt	nt	nt	nt	6%
CCCCn1c(SCC(=O)OCC)nc2c1c(=O)[nH]c(=O)n2C	1.3	1110	-0.5%	7.1	1.9	5.9	i	nt	nt	1.7	0.063	1.5	-1.1	nt	nt	-4	-7	-2%
NC(=O)c1ccccc1NC(=O)CCN1C(=O)c2ccccc2C1=O	-3.9	1330	14%	4.0	1.5	11	i	0.69	1558	0.0051	-0.26	-0.87	0.37	i	5	17	-5	-4%
CNS(=O)(=O)c1ccc(N2CCCC2=O)c([N+](=O)[O-])c1	1.2	940	-0.3%	3.6	3.5	9.3	i	-0.22	1290	0.96	-0.26	0.36	-0.38	i	-13	2	-20	-2%
CCn1c(-c2ccc(F)cc2)n[nH]c1=S	0.4	1011	2.5%	1.7	2.6	2.8	i	-0.15	1266	0.19	-0.21	0.17	-0.69	i	-1	12	21	-6%
COCCCNC(=S)NNC(=O)c1csc(C)n1	1.3	1321	-0.5%	nt	nt	nt	i	-0.07	1020	-0.8	-0.26	-0.03	0.91	nt	nt	nt	nt	-34%
CCOC(=O)c1nnn(-c2nonc2-c2ccccc2)c1C	-4.0	1002	-0.9%	5.7	3.7	8.3	i	-0.36	1448	-0.75	-0.33	-0.11	0.32	i	-14	nt	nt	-5%
CC(NC(=O)CCl)c1ccccc1Br (stereo not drawn)	-1.1	1461	-0.3%	nt	nt	nt	i	-0.37	891	-0.42	-0.65	-0.42	-0.041	nt	nt	nt	nt	3%
O=C1C=C(Nc2ccccc2)CC(c2ccccc2)C1 (stereo not drawn)	-0.1	1055	-0.6%	4.1	2.3	4.9	i	0.55	1173	1.5	-0.17	0.82	-0.99	i	1	14	-35	11%
S=C(NC1CC2CCC1C2)N1CCN(c2cccc(Cl)c2)CC1 (stereo not drawn)	-2.3	1063	2.2%	3.4	2.2	6.2	i	-0.79	1241	-0.37	-0.34	0.15	0.19	i	16	6	24	1%
Cc1ccc(-n2nnnc2C(=Cc2ccc(N(C)C)cc2)c2nnnn2-c2ccc(C)cc2)cc1	2.6	1322	16%	3.6	1.9	6.5	nt	nt	nt	0.35	-0.14	0.58	0.41	i	-39	-3	-15	21%
CCCC(=O)Nc1nnc(-c2ccc(Cl)s2)o1	nt	nt	0.8%	2.7	4.5	8.3	i	0.81	821	0.73	-0.082	0.72	-0.44	i	2	-1	-1	-3%
O=S(=O)(c1ccccc1)c1nc(-c2ccco2)oc1NCc1cccnc1	-3.4	1069	4.1%	3.1	2.8	5.9	i	?	nt	-0.85	-0.21	-0.083	0.81	i	6	18	0	17%
CSCc1ccc(C(=O)Nc2cccc(C)c2C)cc1	3.3	1089	-1.1%	5.3	1.2	1.6	i	-0.23	1300	-0.39	-0.22	-0.02	0.098	i	2	-15	-12	4%
O=C(Cn1c(=O)oc2cc(S(=O)(=O)N3CCCC3)ccc21)N1CCc2ccccc2C1	nt	nt	-4.1%	6.3	3.7	6.8	i	0.89	1018	0.54	-0.23	0.3	0.45	i	-1	-5	-10	9%
O=C(Oc1nsnc1N1CCOCC1)N1CCCC1	nt	nt	nt	3.3	1.5	4.3	i	nt	nt	1.6	-0.13	1.7	-0.81	i	-31	nt	nt	nt
COCCN(CCOC)S(=O)(=O)c1ccc(C(=O)Nc2nnc(CSC)o2)cc1	2.0	1095	0.0%	4.9	2.1	6.9	i	-0.46	1367	-0.99	-0.13	-0.51	0.31	i	12	4	7	-2%
Cc1ccc(N2C(=O)N(CC(=O)c3cc(C)ccc3C)C(=O)C2C)cc1 (stereo not drawn)	-0.4	1152	-1.2%	3.2	2.7	5.8	i	0.64	1502	-0.11	-0.18	-0.2	-0.39	i	-3	26	7	-7%
COC(=O)c1c(NC(=O)c2ccco2)sc(C(=O)N2CCCC2)c1C	-4.3	962	-0.9%	1.0	1.1	8.3	i	-0.46	1327	-0.34	1	-0.14	0.77	i	-4	8	12	12%
CCCCn1c(/N=C/c2ccc(N(C)C)cc2)nc2ccccc21	2.3	1196	-0.1%	1.5	0.3	28	i	-0.11	1000	-0.74	-0.28	-0.62	0.82	i	-2	-7	-10	2%
CC(=O)Nc1cccc(Oc2cc(C#N)c(C#N)cc2N2CCCCCC2)c1	nt	nt	-0.8%	2.5	0.9	14	nt	-2.7	1418	2.1	-0.22	1.1	-1.2	i	1	0	-10	12%
CCn1c(SCC(=O)O)nnc1-c1ccc2[nH]c(C)c(C)c2c1	-3.5	507	0.6%	4.0	1.9	9.6	i	0.12	1159	-0.55	-0.3	0.23	0.95	i	15	-5	-9	-10%
CC(C)(C)c1ccc(-c2nc(-c3ccncc3)no2)cc1	-2.1	1251	2.8%	0.7	1.3	5.5	i	nt	nt	-1.1	-0.23	-0.5	0.31	i	-6	62*	22*	2%
CCN(CCNC(=O)c1ccc(CSc2nc3ccncc3[nH]2)cc1)c1ccccc1	-4.5	561	-2.6%	4.4	1.7	2.1	nt	-0.73	965	2.6	-0.099	3	-1.8	i	11	13	1	11%
S=C(NCc1cccs1)Nc1cccc2ccccc12	-3.0	1038	-1.4%	1.8	2.2	8.2	i	-0.7	1526	-0.64	-0.32	-0.33	0.83	i	21	39	34	18%
Cc1ccc(C(=O)OC2CCOC2=O)cc1NC(=O)c1ccco1 (stereo not drawn)	-2.0	1038	3.1%	4.6	2.1	5.3	i	0.05	1978	-0.52	-0.21	-0.064	0.27	i	13	-7	-8	5%
NS(=O)(=O)c1ccc(NC(=S)NC2CCCC2)cc1	nt	nt	-2.0%	2.3	2.8	4.9	i	-0.91	1290	-0.61	-0.21	-0.43	0.28	i	2	-7	-12	-13%
COc1cc2c(cc1O)[C@H](Cc1ccc(Oc3cc(C[C@@H]4NCCc5cc(OC)c(O)cc54)ccc3O)cc1)NCC2	nt	nt	18%	2.0	2.7	14	i	-0.03	1196	-0.38	-0.24	0.19	0.42	i	-40	-2	3	?
CC(C)c1csc(CN2CCN(Cc3ccccc3)C(CCO)C2)n1 (stereo not drawn)	2.4	1070	-1.1%	2.9	2.5	3.6	i	-1.1	1417	-0.14	-0.26	-0.16	0.48	i	-31	7	6	12%
COc1ccc(N(C)S(=O)(=O)c2cccc(C(=O)N(C)Cc3ccc(C)o3)c2)cc1	-1.0	1034	-1.6%	2.0	2.6	5.2	i	-0.17	1218	-0.39	-0.36	0.16	0.39	i	-5	2	11	0%
COc1ccc(C)c(-n2c(N)cc(=O)n(Cc3ccccc3)c2=O)c1	0.5	1277	1.4%	nt	nt	nt	i	0.75	1396	0.41	-0.13	0.095	-1.2	nt	nt	nt	nt	18%
Cc1nnsc1C(=O)N/N=C/c1ccccc1Cl	2.3	1189	-0.5%	nt	nt	nt	i	0.32	1103	0.19	-0.19	0.12	-0.5	nt	nt	nt	nt	1%
COc1ccc(C(C(=O)NC(C)(C)C)N(Cc2cccs2)C(=O)CCC(=O)Nc2cc(C)on2)cc1 (stereo not drawn)	6.3	478	-2.5%	3.7	2.3	7.0	i	nt	nt	-0.67	1.7	-0.43	-0.25	i	-4	-19	-3	4%
CCOC(=O)NC(CC(=O)O)c1ccc(OC)cc1 (stereo not drawn)	-3.0	1060	-1.7%	2.6	2.4	8.4	i	-0.2	1269	-0.77	-0.22	-0.45	1.4	i	-9	-3	10	-9%
C=CCNC(=S)Nc1sc2c(c1C(=O)OCC)CC(C(C)C)OC2 (stereo not drawn)	1.2	1221	-3.0%	1.2	1.1	3.5	i	0.08	1444	0.66	-0.23	0.074	0.17	i	8	10	22	-36%
COc1ccc(C2=NN(C(=O)CN3CCOCC3)C(c3nc4ccccc4[nH]3)C2)cc1 (stereo not drawn)	-1.8	1084	2.0%	5.8	3.4	9.7	i	0.07	1289	-0.12	-0.18	0.52	-1.2	i	1	-7	-4	3%
O=C(NCCOC(=O)c1ccc([N+](=O)[O-])cc1)c1cccnc1	1.1	787	2.4%	2.8	1.9	7.3	i	-0.19	1230	-0.37	-0.32	-0.094	0.71	i	-5	3	-4	8%

High-throughput results (PubChem)
